Glioma ERSR ind: ER stress response induction in glioma. 0.02% of 420,000 active. Potency, µM, inactives show top-dose activation, most hits filed as activators. U87-MG GRP78 promoter luciferase reporter, 16 h; further: potency means the concentration at half of the fitted maximal effect; series mostly up to about 76 µM; % of control where 0% means no effect; nearly all actives have a fitted effect of over 35% in size
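Stably transfected U87-MG glioma cells carrying a GRP78-based luciferase sensor; 16 h compound incubation. Luminescence end-point read 10 min after Bright-Glo addition at room temperature.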
POLI inh: inhibitors of human DNA polymerase iota; Q9UNA4; Pol iota fluorescent replication assay, 10 min; Potency, µM (titrated, usually from 115 µM), inactives show top-dose activity, negative = inhibition, most hits filed as inhibitors; 1% of 390,000 active; AID 588590; further: potency means the concentration at half of the fitted maximal effect
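Pol iota at 10 nM preincubated 15 min with compounds at room temperature; reaction started with fluorescent substrate, 50 nM final. Fluorescence read kinetically at 0 and 10 min; buffer-only wells as negative control.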
POLK inh: blocks human DNA polymerase kappa activity | purified Pol kappa, fluorescent DNA synthesis assay, 10 min | Potency, µM (titrated, usually from 107 µM), for inactives: top-dose activity, negative = inhibition, hits mostly inhibitors | 0.53% of 400,000 active; further: potency means the concentration at half of the fitted maximal effect; on the % scale 0 is the no-effect control and ±100 the full control effect
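50 nM final substrate added after 15 min RT preincubation of 10 nM Pol kappa with compound; fluorescence read at 0 and 10 min.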
POLH inh: blocks human DNA polymerase eta activity | Q9Y253 | recombinant Pol eta, fluorescent DNA replication assay | Potency, µM (doses to about 114 µM), for the others: at the highest dose activity change, negative = inhibition, usual class: inhibitors | 1.2% of 390,000 active | AID 588591; further: potency means the concentration at half of the fitted maximal effect; on the % scale 0 is the no-effect control and ±100 the full control effect
Target sequence (Q9Y253 whole entry, looked up): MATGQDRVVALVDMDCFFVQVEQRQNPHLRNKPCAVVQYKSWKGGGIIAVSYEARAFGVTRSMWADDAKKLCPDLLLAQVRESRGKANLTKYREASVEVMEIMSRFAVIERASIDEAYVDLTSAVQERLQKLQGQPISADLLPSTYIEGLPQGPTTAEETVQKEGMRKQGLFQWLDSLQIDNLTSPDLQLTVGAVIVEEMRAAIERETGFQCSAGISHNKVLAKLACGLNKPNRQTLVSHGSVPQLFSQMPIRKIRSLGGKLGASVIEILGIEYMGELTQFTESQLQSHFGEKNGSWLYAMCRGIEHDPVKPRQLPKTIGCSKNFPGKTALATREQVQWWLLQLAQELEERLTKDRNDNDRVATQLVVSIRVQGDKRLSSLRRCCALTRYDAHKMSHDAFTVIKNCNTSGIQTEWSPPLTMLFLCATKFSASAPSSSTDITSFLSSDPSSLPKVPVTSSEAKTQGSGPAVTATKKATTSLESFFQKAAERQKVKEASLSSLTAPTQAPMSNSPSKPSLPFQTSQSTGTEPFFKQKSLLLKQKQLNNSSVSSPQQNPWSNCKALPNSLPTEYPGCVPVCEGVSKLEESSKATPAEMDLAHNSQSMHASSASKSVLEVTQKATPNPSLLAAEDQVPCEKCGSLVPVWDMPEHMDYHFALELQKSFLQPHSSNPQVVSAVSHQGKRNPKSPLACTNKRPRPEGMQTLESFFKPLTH
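Pol eta at 10 nM preincubated with compounds 15 min at room temperature; reaction started with fluorescent substrate (50 nM final) and read kinetically at 0 and 10 min.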
LDHA block: inhibitors of human lactate dehydrogenase A. activity change, % (values are at about 110 or 230 µM). AID 1347041. P00338. 0.15% of 480,000 active. purified LDHA, NADH/diaphorase-resazurin fluorescence; hits give low values; in the data active means activity change below about -30%; inconclusive means mostly about -25% to -30%;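 further: plate controls were DMSO wells for no effect and wells without enzyme for full effect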
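Human LDH5 (2 nM) was incubated with 0.06 mM NADH and 0.2 mM pyruvate for 5 min at room temperature in Tris pH 7.4. Remaining NADH was coupled through diaphorase/resazurin, and resorufin fluorescence was read at 0 and 20 min.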
BLM inh: blocks DNA unwinding by human BLM helicase. Potency, µM (doses to about 56.1 µM), without a hit: at the highest dose activity change, negative = inhibition, hits mostly inhibitors. 0.2% of 350,000 active. recombinant BLM DNA unwinding, fluorescence dequenching. P54132;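 further: potency means the concentration at half of the fitted maximal effect; plate controls were vehicle for no effect and no enzyme for full effect; nearly all actives have a fitted effect of over 35% in size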
Anesthetic bind: binds horse apoferritin like a general anesthetic; 0.074% of 350,000 active; apoferritin/1-aminoanthracene competitive binding, fluorescence; P02791; Potency, µM (titrated, usually from 77.5 µM), without a hit: top-dose activity change, negative = displacement, actives largely listed as inhibitors; further: potency means the concentration at half of the fitted maximal effect; on the % scale 0 is the no-effect control and ±100 the full control effect; nearly all actives have a fitted effect of over 20% in size
Target sequence (P02791 2-175 limits assumed): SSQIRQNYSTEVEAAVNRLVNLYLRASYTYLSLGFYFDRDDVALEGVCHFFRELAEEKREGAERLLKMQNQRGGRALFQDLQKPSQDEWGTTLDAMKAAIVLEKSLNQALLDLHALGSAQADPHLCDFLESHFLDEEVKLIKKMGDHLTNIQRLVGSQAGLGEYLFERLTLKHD
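In PBS, apoferritin at 10 uM is loaded with 1-AMA from a 50% saturated solution. After 10 min of compound exposure at ambient temperature, reduced 535 nm fluorescence indicates probe displacement.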
APEX1 inh: APE1 (human) endonuclease inhibition. P27695. recombinant APE1, TAMRA/BHQ-2 abasic DNA cleavage fluorescence. Potency, µM (series often up to 65.8 µM), without a hit: at the top dose activity change, negative = inhibition, actives largely listed as inhibitors. 0.35% of 350,000 active. AID 2517;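 further: potency means the concentration at half of the fitted maximal effect; plate controls were vehicle for no effect and reference inhibitor for full effect; nearly all actives have a fitted effect of over 55% in size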
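Enzyme (0.75 nM final) and test compound are incubated 15 min at room temperature before adding 50 nM quenched THF abasic-site duplex. Cleavage dequenches TAMRA, followed at 525/598 nm over three reads one minute apart.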
Pol beta inh: DNA polymerase beta (human) inhibition; Pol beta primer extension/strand displacement, fluorescence kinetic; Potency, µM (series often up to 114 µM), for the others: top-dose activity change, negative = inhibition, usual class: inhibitors; 1.3% of 340,000 active; AID 485314; further: potency means the concentration at half of the fitted maximal effect; on the % scale 0 is the no-effect control and ±100 the full control effect
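10 nM enzyme + cpd, 15 min RT; start with substrate 50 nM final; read 0 min and after 10 min RT. Corrected, normalized data; 4-parameter Hill curve fit.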
Numbers without * were called inactive; u = inconclusive; x = no result given; & = joins results of further samples; [ ] = remark or other dose. Unless noted, the call rests on the fitted dose curve; in most records, active means well fitted curve in the direction sought with a large enough effect; inconclusive means small, poorly fitted or top-dose-only effect, or another doubt; inactive means no such curve, though single readings can be large; an effect the other way counts as inactive or inconclusive.

1	CN(C)C(=O)c1ccc(-c2cc(NCc3ccccc3)ncn2)cc1
2	CCOC(=O)c1cc(S(=O)(=O)NCc2ccc(F)cc2)[nH]n1
3	O=C(CC1Nc2ccccc2NC1=O)c1ccccc1 (stereo unspecified)
4	CC(C)CCNc1ncnc2c1nnn2Cc1ccccc1Cl
5	COc1ccc(C2Nc3ccccc3C(=O)N2c2ccc(F)cc2)cc1Cn1nnc2ccccc21 (stereo unspecified)
6	CCc1ccc(NC(=O)C2CCCN2S(=O)(=O)c2cccc3nsnc23)cc1 (stereo unspecified)
7	COc1ccc(-n2nc(C(=O)NCC(=O)NC(C)C)c3ccccc3c2=O)cc1Cl
8	Cc1sc2ncnc(SCC(=O)N3CCC(c4noc5ccc(F)cc45)CC3)c2c1C
9	Cc1nn(Cc2ccc(Cl)cc2)c(C)c1NC(=O)c1cc(C(C)C)on1
10	COc1ccc(S(=O)(=O)N2CCCOC2CNC(=O)C(=O)NCCc2ccco2)cc1C (stereo unspecified)
Assay by compound	1	2	3	4	5	6	7	8	9	10
Glioma ERSR ind	-4%	-3%	x	0%	0%	1%	0%	-3%	0%	-10%
POLI inh	x	4%	x	5%	105%[activator]	11%	u	14%	-15%	-19%
POLK inh	5%[60.1 µM]	-1%[60.1 µM]	x	-5%	-4%	-7%	-14%	-4%	-7%	-2%
POLH inh	x	1%	x	-16%	-23%	-18%	-3%	-16%	-4%	-10%
LDHA block	x	1	x	-6	-1	-3	-3	-6	-14	0
BLM inh	-27%	0%	-7%	-5%	-5%	-3%	-2%	-1%	-5%	-4%
Anesthetic bind	x	-5%	-11%	-16%	1%	u	-8%	-7%	3%	2%
APEX1 inh	u	x	-1%	3%	9%	x	-5%	3%	29%	25%
Pol beta inh	x	2%	-7%	8%	4%	6%	59%	25%	2%	7%

11	COc1ccc(-n2c(C)nnc2SCc2nc(-c3ccc(OC)c(OC)c3)no2)cc1
12	CCOC(=O)c1cc(OC(=O)c2cccc([N+](=O)[O-])c2)n(-c2ccccc2)n1
13	COc1ccc(N/N=C(\C#N)C(=N)N2CCOCC2)cc1
14	O=C(COc1ccccc1F)NNC(=O)Cn1c(=O)cnc2ccccc21
15	NC1=NC[C@H](Cc2ccccc2)N1CCCCC1CCCCC1
16	COc1ccc(CNC(=O)c2ccc(Sc3ccc(Cl)cc3)c(NC(C)=O)c2)c(OC)c1
17	Nc1c(Cl)ncnc1NCc1ccccc1
18	Cc1ccc(-n2nc3c(=O)n(CCCC(=O)NCc4ccccc4F)nc(C)c3c2C)cc1
19	CCc1ccc(N(C(=O)CNC(=O)c2ccco2)C(C(=O)NCC2CCCO2)c2ccccc2)cc1 (stereo unspecified)
20	O=C(NC(Cc1ccccc1)C(=O)O)/C(=C/c1ccc(Br)cc1)NC(=O)c1ccc(Br)o1 (stereo unspecified)
Assay by compound	11	12	13	14	15	16	17	18	19	20
Glioma ERSR ind	0%	-4%	-2%	-2%	-10%	-2%	3%	2%&2%	-1%	-4%
POLI inh	41%[activator]	5%[58.9 µM]	14%	-6%	-15%	0%	22%	4%&35%	41%[activator]	6%
POLK inh	0%	-4%	-4%	10%	-4%	-11%[60.1 µM]	5%	13%&3%	-5%	-15%
POLH inh	-26%	-5%	-1%	-3%	-8%	-23%	-20%	8%&-5%	-5%	11%
LDHA block	1	-1	-2	0	-1	-8	2	-8&2	-12	-11
BLM inh	2%	-1%	-2%	x	0%	-6%	-4%	0%&1%	0%	1%
Anesthetic bind	-9%	-10%	-23%	x	-7%	-3%	-5%	-12%&1%	-4%	-9%
APEX1 inh	x	12%	7%	6%	2%	x	27%	50%	11%	28%
Pol beta inh	-1%	8%	5%	x	2%	38%	23%	-1%&13%	21%	8%

21	O=C(CNC(=O)c1ccccc1F)N/N=C/c1cccs1
22	Cc1ccc(-c2noc(CN(C3CCCCC3)S(=O)(=O)c3ccc(C)cc3)n2)cc1
23	CC(=O)N1c2ccc(S(=O)(=O)N3CCC(C(=O)Nc4cccc(C)n4)CC3)cc2CC1C (stereo unspecified)
24	N#Cc1cc([N+](=O)[O-])ccc1Oc1cccc(/C=N/NC(=O)c2cccc(Cl)c2)c1
25	OCC[C@H]1C[C@H](O)[C@@H](O)[C@]2(CCc3ccccc3CO2)O1
26	Oc1ccc(/C=N/Nc2nn3cnnc3c3ccccc23)cc1
27	O=C(Nc1nccs1)c1ncc(Cl)c(Cl)c1Cl
28	CCCOc1cc(C)c(S(=O)(=O)N2CCN(C)CC2)cc1C
29	CCOc1cc(C2NN=C(c3ccccc3)S2)ccc1OCc1ccccc1Cl (stereo unspecified)
30	CCOC(=O)C(=Cc1c[nH]c2ccc(S(=O)(=O)N(C)C)cc12)C(=O)OCC
Assay by compound	21	22	23	24	25	26	27	28	29	30
Glioma ERSR ind	6%	-1%	-2%	-2%	-3%	3%	0%	1%	-5%	-13%
POLI inh	-15%	29%	14%	8%	-8%	-24%	26%	9%	20%	9%
POLK inh	-33%	0%	-9%	-3%	-7%	-14%	4%	-4%	-11%	2%
POLH inh	2%	-20%	1%	7%	-11%	u	0%	-19%	-8%	-2%
LDHA block	-3	-4	-2	-5	0	-2	2	-1	5	-3
BLM inh	-1%	-5%	-1%	-2%	x	-26%	-6%	1%	-4%	-6%
Anesthetic bind	-15%	87%[activator]	-12%	-19%	x	-4%	-11%	-6%	-17%	-23%
APEX1 inh	-11%	x	27%	2%	-3%	-5%	23%	6%	3%	-2%
Pol beta inh	0%	-1%	0%	1%	x	u	43%	1%	-1%	-22%

31	CCCCN(C(=O)c1c(CC)noc1C)c1c(N)n(CCCC)c(=O)[nH]c1=O
32	COc1ccccc1-c1cc(C(=O)Nc2sc3c(c2C#N)CCC(C)C3)c2ccccc2n1 (stereo unspecified)
33	Cc1cc(=S)[nH]c2c(C)cccc12
34	Cc1cc(C)c(CSc2nnnn2-c2ccc(C(=O)O)cc2)c(C)c1
35	O=C(NCC1CCCO1)C1C2C=CC3(CN(Cc4cccs4)C(=O)C13)O2 (stereo unspecified)
36	Cc1ccc(C2=NN(S(C)(=O)=O)C(c3ccc4nccnc4c3)C2)cc1 (stereo unspecified)
37	Cc1cccc(N2C(=O)CSC23C(=O)N(Cc2cccc(C(F)(F)F)c2)c2ccccc23)c1 (stereo unspecified)
38	NNC(=O)CN1C(c2ccccc2)=Nc2ccc(Br)cc2C1c1ccccc1 (stereo unspecified)
39	CNC(=O)CC1C(=O)N(c2ccc(Cl)cc2)C(=S)N1CCc1ccc(OC)c(OC)c1 (stereo unspecified)
40	Cc1ccc(OCc2nc(-c3ccc(C(=O)NCCc4ccc(Cl)cc4)cc3)oc2C)cc1
Assay by compound	31	32	33	34	35	36	37	38	39	40
Glioma ERSR ind	1%	0%	-4%	3%	-2%	2%	-4%	-5%	-3%	-3%
POLI inh	-6%	5%	5%	20%	20%	-13%	u	59%[activator]	27%	8%
POLK inh	-3%	-10%	-5%	6%	8%	2%	-1%	-5%	-2%	11%
POLH inh	-2%	-8%	-11%	-11%	0%	-1%	-9%	-9%	-6%	2%
LDHA block	-6	-2	6&-8	1	-6	-8&-2	1	2	2	-9
BLM inh	x	-3%	-1%	-9%	-2%	1%	-4%	-9%	-1%	-2%
Anesthetic bind	x	-2%	-15%	-6%	-19%	-13%	-8%	-10%	-5%	4%
APEX1 inh	11%	-6%	0%	5%	-1%	u	x	18%	2%	x
Pol beta inh	x	-14%	14%	23%	37%	59%	6%	35%	9%	38%

6 entries out of the list, arranged by heavy-atom count, low to high.
33	Cc1cc(=S)[nH]c2c(C)cccc12
34	Cc1cc(C)c(CSc2nnnn2-c2ccc(C(=O)O)cc2)c(C)c1
36	Cc1ccc(C2=NN(S(C)(=O)=O)C(c3ccc4nccnc4c3)C2)cc1 (stereo unspecified)
38	NNC(=O)CN1C(c2ccccc2)=Nc2ccc(Br)cc2C1c1ccccc1 (stereo unspecified)
39	CNC(=O)CC1C(=O)N(c2ccc(Cl)cc2)C(=S)N1CCc1ccc(OC)c(OC)c1 (stereo unspecified)
32	COc1ccccc1-c1cc(C(=O)Nc2sc3c(c2C#N)CCC(C)C3)c2ccccc2n1 (stereo unspecified)
Assay by compound	33	34	36	38	39	32
Glioma ERSR ind	-4%	3%	2%	-5%	-3%	0%
POLI inh	5%	20%	-13%	59%[activator]	27%	5%
POLK inh	-5%	6%	2%	-5%	-2%	-10%
POLH inh	-11%	-11%	-1%	-9%	-6%	-8%
LDHA block	6&-8	1	-8&-2	2	2	-2
BLM inh	-1%	-9%	1%	-9%	-1%	-3%
Anesthetic bind	-15%	-6%	-13%	-10%	-5%	-2%
APEX1 inh	0%	5%	u	18%	2%	-6%
Pol beta inh	14%	23%	59%	35%	9%	-14%

Later entries.
41	Cc1ccc(C(=O)N2CCN(S(=O)(=O)c3ccccc3C#N)CC2)cc1S(=O)(=O)N1CCOCC1
42	CCOC(=O)c1c(C)[nH]c(=S)c(C#N)c1-c1ccc(OC)cc1
43	CC(=O)N1CC23C=CC(CC2CC12CCCCCC2)O3 (stereo unspecified)
44	CCOC(=O)Cc1nc(-c2ccccc2)n[nH]1
45	COC(=O)c1c(NC(=O)Cc2cccs2)sc2c1CCCC2
46	CCN1CCN(CCCNC(=O)c2cc3sccc3n2CC)CC1
Assay by compound	41	42	43	44	45	46
Glioma ERSR ind	-1%	-1%	-1%	0%	2%	0%
POLI inh	-20%	u	-1%	24%	45µM*	-7%
POLK inh	-3%	-8%	-5%	3%	u	-12%
POLH inh	-5%	-19%	-12%	0%	14µM*	-2%
LDHA block	0	-7	-8	-9	4	-9
BLM inh	x	-3%	-2%	-1%	-25%	4%
Anesthetic bind	x	-15%	-8%	-2%	-3%	-1%
APEX1 inh	-8%	-7%	4%	-6%	u	1%
Pol beta inh	x	20%	7%	6%	u	-21%

From PubChem

Not all compounds are listed, so the mix of outcomes need not match the whole.
